High-throughput results: PubChem, several laboratories
GlmU inhibition = inhibition of mycobacterial GlmU enzyme – biochemical, glucosamine-1-phosphate acetyltransferase (AID 1376). M. tuberculosis GlmU acetyltransferase enzyme assay; higher % means a stronger effect. inhibition, %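 (tested at 30 µM in the primary screen)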; hits with a dose series show IC50 in µM. hit rate 0.25% among 220,000; in the data active means inhibition above about 13%; inconclusive means no clear call, values can overlap the other calls;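 further: 0% = complete reaction with vehicle and 100% = reaction without substrate; strong numbers were not always called active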
Mtb RmlCD inh = M. tuberculosis RmlC/RmlD inhibition; P9WH09+P9WH11; RmlC+RmlD coupled enzyme assay, percent inhibition; primary screen in compound mixtures; inhibition, % at 3.6 µM; hit rate 0.03% among 160,000; in the data active means inhibition mostly above about 34%, no sharp cut-off; inconclusive means no clear call, values can overlap the other calls; inactive means mostly below about 22%; further: some results filed as inactive read as strong as hits
Target sequence (P9WH09 whole entry, looked up): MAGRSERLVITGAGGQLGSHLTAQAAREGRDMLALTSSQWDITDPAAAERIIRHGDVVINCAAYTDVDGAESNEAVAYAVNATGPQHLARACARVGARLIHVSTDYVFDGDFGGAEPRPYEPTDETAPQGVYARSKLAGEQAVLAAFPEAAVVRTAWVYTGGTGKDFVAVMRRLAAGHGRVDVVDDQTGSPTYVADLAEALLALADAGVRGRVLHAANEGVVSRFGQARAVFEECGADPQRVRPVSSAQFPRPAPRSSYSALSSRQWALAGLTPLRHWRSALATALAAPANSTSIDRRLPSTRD
Target sequence (P9WH11 whole entry, looked up): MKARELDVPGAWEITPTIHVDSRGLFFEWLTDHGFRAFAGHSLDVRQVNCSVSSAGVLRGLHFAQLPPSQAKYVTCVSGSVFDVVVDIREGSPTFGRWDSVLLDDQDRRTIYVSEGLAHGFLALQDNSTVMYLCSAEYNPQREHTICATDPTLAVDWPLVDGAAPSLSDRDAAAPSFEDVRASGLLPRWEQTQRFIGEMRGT
The depositor's hits bear a star. This is a subset, so the mix of outcomes need not match the whole.

The first 6 entries, ahead of the listing:
For COCC(=O)Nc1ccc(C(=O)Nc2ccccc2Cl)cc1 the results were GlmU inhibition 1.4%.
Screening C/C(=N\NC(=S)NCc1ccccc1)c1ccc(Cl)cc1 returned GlmU inhibition -9.5% and Mtb RmlCD inh -4.0.
Screening Cc1cc(C)c(NC(=O)c2oc3ccccc3c2COc2ccccc2)c(C)c1 returned GlmU inhibition -5.2% and Mtb RmlCD inh -3.5.
For O=C(NC1CCCc2c1cnn2-c1ccc(F)cc1F)c1ccccn1 (stereo unspecified) the results were GlmU inhibition -3.7% and Mtb RmlCD inh -11.3.
Screening Cc1occc1C(=O)Nc1ccccc1NC(=O)c1ccoc1C returned GlmU inhibition -0.4%.
Screening CC(=O)Nc1ccc(NC(=O)C(C)n2nc([N+](=O)[O-])c(Br)c2C)cc1 (stereo unspecified) returned GlmU inhibition 0.2%.

This part in full, previewed entries included:
For COCC(=O)Nc1ccc(C(=O)Nc2ccccc2Cl)cc1 the results were GlmU inhibition 1.4%.
Screening C/C(=N\NC(=S)NCc1ccccc1)c1ccc(Cl)cc1 returned GlmU inhibition -9.5% and Mtb RmlCD inh -4.0.
Screening Cc1cc(C)c(NC(=O)c2oc3ccccc3c2COc2ccccc2)c(C)c1 returned GlmU inhibition -5.2% and Mtb RmlCD inh -3.5.
For O=C(NC1CCCc2c1cnn2-c1ccc(F)cc1F)c1ccccn1 (stereo unspecified) the results were GlmU inhibition -3.7% and Mtb RmlCD inh -11.3.
Screening Cc1occc1C(=O)Nc1ccccc1NC(=O)c1ccoc1C returned GlmU inhibition -0.4%.
Screening CC(=O)Nc1ccc(NC(=O)C(C)n2nc([N+](=O)[O-])c(Br)c2C)cc1 (stereo unspecified) returned GlmU inhibition 0.2%.
For CCCS(=O)(=O)C/C(N)=N/OC(=O)c1ccccc1Cl the results were GlmU inhibition -0.8% and Mtb RmlCD inh 5.9.
For Cc1cccc(C)c1OCCNC(=O)OCc1ccccc1 the results were GlmU inhibition -3.0% and Mtb RmlCD inh 20.9.
Screening O=S(=O)(NCC1OCCc2ccccc21)c1ccccc1 (stereo unspecified) returned GlmU inhibition 4.0%.
COC(=O)CSc1nnc(-c2ccc(NS(=O)(=O)c3ccccc3)cc2)o1 was read as GlmU inhibition -0.5% and Mtb RmlCD inh 10.4.
Screening Cc1cc(C(=O)NCCCN2CC(C)CC(C)C2)n(-c2ccccc2)n1 (stereo unspecified) returned GlmU inhibition -1.9% and Mtb RmlCD inh 4.0.
Screening CC(=O)Nc1sc(C)c(C)c1C(=O)OC(C)C returned GlmU inhibition 3.4% and Mtb RmlCD inh 0.7.
For CCCOc1ccc(/C=C/C(=O)Nc2ccc([N+](=O)[O-])cc2)cc1 the results were Mtb RmlCD inh 5.0.
`NS(=O)(=O)c1cccc(NC(=O)c2cncc(Br)c2)c1` gave GlmU inhibition -0.8% and Mtb RmlCD inh 8.9.
`Cc1ccc(-c2sc(-c3ccccc3)nc2CC(=O)Nc2ccccc2F)cc1` gave GlmU inhibition 5.7% and Mtb RmlCD inh -10.6.
`CCCCCC(=O)Nc1cccc2ccccc12` gave GlmU inhibition 4.0% and Mtb RmlCD inh 1.2.
`CCc1ccccc1Nc1nc(N)nc(CSCC(=O)Nc2ccc(C)c(C)c2)n1` gave GlmU inhibition 1.1% and Mtb RmlCD inh -10.3.
`COc1cccc(C2CC(c3cccc(OC)c3)n3nc(N)nc3N2)c1` (stereo unspecified) gave GlmU inhibition 1.4% and Mtb RmlCD inh -4.6.
For OCCC1CN(Cc2cccc3nonc23)CCN1Cc1ccsc1 (stereo unspecified) the results were GlmU inhibition 4.5%.
Screening Nc1ccccc1SC(C[N+](=O)[O-])c1ccccc1 (stereo unspecified) returned GlmU inhibition -4.2% and Mtb RmlCD inh -7.2.
`CCCOc1cccc(NC(=O)OC2CCN(C)CC2)c1` gave GlmU inhibition 3.1% and Mtb RmlCD inh 1.7.
`COc1ccc(S(=O)(=O)N(c2onc(C)c2Cl)S(=O)(=O)c2ccc(OC)cc2)cc1` gave GlmU inhibition -4.8%.
CCCCC[C@H](O)/C=C/[C@@H]1[C@@H](CCCCCCC(=O)O)[C@@H](O)C[C@H]1O was read as GlmU inhibition 3.6%.
`NC(=O)Cc1ccc(C(=O)c2ccccc2)s1` gave GlmU inhibition 0.9%.
CC(=O)Nc1ccc(S(=O)(=O)Nc2nc3ccccc3s2)cc1 was read as GlmU inhibition 2.8%.
`CC(=O)Nc1ccc(SCC(=O)OCC(=O)NC(=O)NCc2ccco2)cc1` gave GlmU inhibition 2.1%.
Screening CC1(C)Oc2ccc3ccc(=O)oc3c2C[C@H]1O returned GlmU inhibition 4.3% and Mtb RmlCD inh 1.0.
Screening O=C(Oc1ccc(N(Cc2cccs2)C2=NS(=O)(=O)c3ccccc32)cc1)c1ccccc1Cl returned GlmU inhibition 3.8% and Mtb RmlCD inh -7.4.
O=C(CSc1nc2nc3c(cc2c(=O)n1-c1ccccc1)CCCC3)Nc1ccccc1 was read as GlmU inhibition -2.2% and Mtb RmlCD inh 11.5.
For CCCNC(=O)c1ccccc1NC(=O)COc1ccc(OC)cc1 the results were GlmU inhibition 2.4% and Mtb RmlCD inh 10.5.
`Cc1[nH]c2c(Cl)cccc2c1CCN` gave GlmU inhibition -9.9%.
`Cc1ccc(Nc2nc(C(=O)NCC3CCCO3)cs2)cc1` (stereo unspecified) gave GlmU inhibition -0.3% and Mtb RmlCD inh -1.0.
Cc1ccc(CSCCNC(=O)c2ccc(C)cc2)cc1 was read as GlmU inhibition -0.6% and Mtb RmlCD inh -3.9.
Screening COCCNS(=O)(=O)c1cc(Br)ccc1OC returned GlmU inhibition 0.7%.
O=C(COC(=O)C1CC(=O)N(Cc2ccccc2)C1)Nc1ccccc1F (stereo unspecified) was read as GlmU inhibition -7.2% and Mtb RmlCD inh -4.2.
`CCCOc1ccc(N2CC(C(=O)NC(C)C)CC2=O)cc1` (stereo unspecified) gave GlmU inhibition 1.3% and Mtb RmlCD inh -6.4.
Screening COC(C(=O)Nc1cccc(F)c1)c1ccccc1 (stereo unspecified) returned GlmU inhibition 6.1% and Mtb RmlCD inh 14.1.
Screening CCCCCCCCCC(=O)NNC(=O)c1c(O)c2ccccc2n(CC)c1=O returned GlmU inhibition -1.7% and Mtb RmlCD inh 6.7.
`COc1ccc(C(=O)NCc2ccc3c(c2)cc(C)n3C)cc1OC` gave GlmU inhibition -3.1% and Mtb RmlCD inh -6.3.
CCCn1cc(CN2CCCC(C(=O)c3cccc(OC(C)C)c3)C2)c(C)n1 (stereo unspecified) was read as GlmU inhibition 4.7% and Mtb RmlCD inh 4.2.
Cc1ccccc1COc1ccc2oc(C)c(C(=O)O)c2c1 was read as GlmU inhibition 2.7%.
Screening O=C1c2ccccc2C(=O)N1CCc1csc(-c2cccc(F)c2)n1 returned GlmU inhibition 3.8% and Mtb RmlCD inh 13.5.
CCOC(=O)Cn1nc(C)c([N+](=O)[O-])c1C was read as GlmU inhibition 4.8% and Mtb RmlCD inh 2.8.
Screening O=C(Cc1cnc2ncnn2c1)N1CCc2c([nH]c3ccccc23)C1c1ccccn1 (stereo unspecified) returned GlmU inhibition -6.9% and Mtb RmlCD inh -7.1.
Cn1c(=O)n(C)c2cc(C(=O)c3ccccc3)ccc21 was read as GlmU inhibition -0.6% and Mtb RmlCD inh -8.3.
`CC(C)(C)n1nnnc1C(c1cccnc1)N(Cc1ccccc1)Cc1cccs1` (stereo unspecified) gave GlmU inhibition 0.0%.
Cc1ccc(C(=O)NC(=S)NCc2cccnc2)cc1 was read as GlmU inhibition -6.5%.
Screening CCOC(=O)c1c(-c2ccc(C)cc2)csc1NC(=O)c1ccc(N2C(=O)CCC2=O)cc1 returned GlmU inhibition -1.3% and Mtb RmlCD inh 4.6.
`CCc1ccc(NP(=O)(Oc2ccccc2F)Oc2ccccc2F)cc1` gave GlmU inhibition 2.8% and Mtb RmlCD inh 0.9.
`Cc1nc(/N=C(\N)Nc2ccccc2)nc2ccccc12` gave GlmU inhibition 1.0% and Mtb RmlCD inh 2.0.
`O=C(c1ccc(CNS(=O)(=O)c2ccccc2)cc1)N1CCC2(CC1)OCCO2` gave Mtb RmlCD inh inconclusive.
Cc1nn(-c2ccccc2)c(N2CCCC2)c1/C=N/NC(=O)c1cc(-c2ccccc2)nc2ccccc12 was read as GlmU inhibition 2.9% and Mtb RmlCD inh -5.6.
Screening Cc1ccc(N2C(=O)CC(N3CCN(C4CCc5ccccc5C4)CC3)C2=O)cc1 (stereo unspecified) returned GlmU inhibition 0.2% and Mtb RmlCD inh -10.9.
For COc1ccc(-n2c(C)cc(C(=O)CN3CCC(C)CC3)c2C)cc1 the results were GlmU inhibition 2.2% and Mtb RmlCD inh 5.0.
`CCn1c(SCC(=O)Nc2ccc(OC)c(OC)c2)nnc1-c1cccs1` gave GlmU inhibition 2.1% and Mtb RmlCD inh -7.0.
COc1ccccc1-c1c(C)nn2c(C)cc(C)nc12 was read as GlmU inhibition 4.3% and Mtb RmlCD inh 10.3.
`Cn1c(=O)[nH]c(=O)c2c1nc(N1CCCC1)n2CCCSc1nc2ccccc2o1` gave GlmU inhibition 0.7% and Mtb RmlCD inh 17.9.
`CCSc1nc(CC)c2c(c1C#N)CCCC2` gave GlmU inhibition 1.3% and Mtb RmlCD inh -4.4.
For O=C(NNC(=S)NC1CCCCC1)c1ccccc1Cl the results were GlmU inhibition 2.5% and Mtb RmlCD inh -8.1.
Cc1ccc(C(=O)CSc2ncnc3sc4c(c23)CCCC4)cc1 was read as GlmU inhibition -1.4% and Mtb RmlCD inh -8.9.
O=C(CC(CC(=O)c1ccccc1)C(=O)O)c1ccccc1 was read as GlmU inhibition 3.4% and Mtb RmlCD inh -1.4.
`Nc1c2c(nc3ccn(-c4ccccc4)c(=O)c13)CCCCC2` gave GlmU inhibition -4.0% and Mtb RmlCD inh 5.8.
COc1ccc(S(=O)(=O)N2CCN(Cc3c[nH]c4ccccc34)CC2)cc1 was read as GlmU inhibition 1.5% and Mtb RmlCD inh -2.5.
Screening O=C(Nc1ncc(Cc2cc(Cl)ccc2Cl)s1)c1ccc([N+](=O)[O-])cc1 returned GlmU inhibition 2.8% and Mtb RmlCD inh 3.0.
O=C(c1cnc2ccc(Cl)cc2c1Cl)N1CCOCC1 was read as GlmU inhibition -4.0% and Mtb RmlCD inh -6.2.
`CC(C)n1c(N2CCN(CC(=O)NCc3cccs3)CC2)nc2ccccc21` gave GlmU inhibition 1.0%.
For CCN(CC)c1ccc(NC(=O)CSc2nc3ccccc3c(=O)n2-c2cc(S(=O)(=O)N(C)C)ccc2C)cc1 the results were GlmU inhibition -1.4% and Mtb RmlCD inh 6.4.
`COc1ccc(NC(=O)/C=C/c2ccc(Br)o2)cn1` gave GlmU inhibition 1.4% and Mtb RmlCD inh 46.2.
Cc1ccc(C(=O)C(=S)N2CCOCC2)cc1 was read as GlmU inhibition -1.1%.
CC(C)CC(=O)NC(=S)Nc1ccccn1 was read as GlmU inhibition -13.1% and Mtb RmlCD inh -1.5.
Cn1c(=O)[nH]c(=O)c2c1nc(N1CCCCC1)n2CCSc1nc2ccccc2o1 was read as GlmU inhibition 5.4% and Mtb RmlCD inh 18.9.
For O=C(NCc1ccccc1)Nc1cccn(Cc2cccc(F)c2)c1=O the results were GlmU inhibition 0.8% and Mtb RmlCD inh -12.8.
For Cc1nnc(SCC(=O)N/N=C/c2ccc(-c3ccc(C)c(Cl)c3)o2)s1 the results were GlmU inhibition -1.5% and Mtb RmlCD inh 3.5.
CCOC(=O)c1c(C)[nH]c(C(=O)OCC(=O)N2CCN(S(=O)(=O)c3ccccc3)CC2)c1C was read as GlmU inhibition 0.5% and Mtb RmlCD inh 97.4.
`Cc1cccc(C)c1NC(=O)/C(C#N)=C/c1cccs1` gave GlmU inhibition 7.1%.
For Cn1cc(CN(Cc2ccccn2)C[C@@H]2CCC(=O)N2)c(-c2ccccc2F)n1 the results were GlmU inhibition 3.5% and Mtb RmlCD inh 14.2.
`FC(F)(F)Oc1ccc(NC(=S)Nc2ccc(OC(F)(F)F)cc2)cc1` gave GlmU inhibition -4.2% and Mtb RmlCD inh -7.3.
NS(=O)(=O)c1cccc(NC(=O)CSc2ccccn2)c1 was read as GlmU inhibition -5.2% and Mtb RmlCD inh -6.3.
Screening COc1ccc(N(C(C)C(=O)N/N=C/c2ccc(OC)c(OC)c2)S(C)(=O)=O)cc1 (stereo unspecified) returned GlmU inhibition 1.2% and Mtb RmlCD inh -4.7.
For O=C(COc1ccc(C(=O)c2ccccc2)cc1)NCC1CCCCC1 the results were GlmU inhibition 5.3% and Mtb RmlCD inh -4.2.
`COc1ccc(C(=O)NC2CC3CCCC(C2)N3CC(C)C)cc1OC` (stereo unspecified) gave GlmU inhibition -4.7% and Mtb RmlCD inh 1.2.
`Cc1csc(-c2cnn(-c3ccccc3)c2NC(=O)c2ccccc2)n1` gave GlmU inhibition -0.4%.
`CCOC(=O)c1c(N)sc(C(=O)N2CCOCC2)c1C` gave GlmU inhibition 1.9% and Mtb RmlCD inh -7.4.
For CC(=O)c1c(C)[nH]c(C(=O)Nc2nc(-c3ccccc3)c(C)s2)c1C the results were GlmU inhibition -4.9% and Mtb RmlCD inh -1.5.
CCN(CC)c1ccc(NC(=O)CN2CCN(CC(=O)Nc3ccc(F)cc3)CC2)cc1 was read as GlmU inhibition -2.8% and Mtb RmlCD inh -5.3.
Cc1ccc(NC(=S)N2CCN(C(=O)c3ccccc3)CC2)c(C)c1 was read as GlmU inhibition 3.8% and Mtb RmlCD inh -4.6.
`Cc1ccc(S(=O)(=O)NN)c(C)c1N1CCCC1=O` gave GlmU inhibition -8.4% and Mtb RmlCD inh -6.6.
Screening CCOC(=O)C(NC(=O)CC)(Nc1ccc(S(=O)(=O)Nc2ncccn2)cc1)C(F)(F)F (stereo unspecified) returned GlmU inhibition 2.7%.
`CC(C)c1ccc(OCC(=O)NC(Cc2c[nH]c3ccccc23)C(=O)O)cc1` (stereo unspecified) gave GlmU inhibition -4.6% and Mtb RmlCD inh -11.4.
